From PubChem
Growth percent in the NCI-60 one-dose screen (48 h, 10 µM unless noted): 100 = growth as untreated, 0 = no growth, -100 = all killed.
OVCAR-5 – OVCAR-5 ovarian cancer. 82,000 tested, 2.9% active
OVCAR-3 – OVCAR-3 ovarian cancer; 79,000 tested, 7% active; AID 1794787
OVCAR-8 – OVCAR-8 ovarian cancer | 81,000 tested, 4.4% active | AID 1794782
IGROV1 – IGROV1 ovarian cancer; 79,000 tested, 4.7% active; AID 1794786
NCI/ADR-RES – NCI/ADR-RES ovarian cells; 81,000 tested, 4.4% active
SK-OV-3 – SK-OV-3 ovarian cancer cells. 80,000 tested, 3.2% active
DU-145 – DU-145 prostate cancer | 81,000 tested, 4.2% active | AID 1794760
OVCAR-4 – OVCAR-4 ovarian cancer cells | 80,000 tested, 3.7% active
The depositor's hits bear a star; / = no result given; & = joins results of further samples; ! = not confirmed by another sample. Rule for the calls: active = growth percent below 10; inactive = the rest. Compounds as they come. Share with any hit: about 9.5%.

Molecule	OVCAR-5	OVCAR-3	OVCAR-8	IGROV1	NCI/ADR-RES	SK-OV-3	DU-145	OVCAR-4
C=C(C)[C@@H]1CC[C@]2(C(=O)N3CCNCC3)CC[C@]3(C)[C@H](CC[C@@H]4[C@@]5(C)CCC(=O)C(C)(C)[C@@H]5CC[C@]43C)[C@@H]12	100	106	103	104	107	94	105	105
Nn1c(N/N=C/c2sc3ccccc3c2Br)n[nH]c1=S	104	108	99	81	92	94	99	108
Cc1cc(CO)cc(C)c1O	111	100	106	102	106	103	109	117
CCCCNC(=O)Oc1ccc(/C(=C(\C)c2ccccc2)c2ccc(OCCN3CCCCC3)cc2)cc1	89	65	72	77	63	72	82	75
CSc1nnc2n(C)c(=O)c(C#N)c(-c3ccco3)n12	94	104	66	54	90	106	105	98
N#C/C(=C/N1C(=O)/C(=C/c2ccc([N+](=O)[O-])cc2)SC1=S)c1nc2ccccc2s1	90	82	88	70	92	82	104	104
OC(c1cc(-c2ccc(C(F)(F)F)cc2)nc(-c2ccc(C(F)(F)F)cc2)c1)C1CCCCN1 (stereo not drawn)	-77*	-90*	-64*	-65*	-69*	-74*	-95*	-92*
Cc1ccc(S(=O)(=O)c2nc(-c3ccccc3)oc2Sc2nc3ccccc3s2)cc1	124	78	60	80	71	116	100	55
CC1=NN(c2ccccc2C)C(=O)C1	94	112	110	105	100	111	113	101
CC1=CC(C)(C)NC(=S)N1CCO	89&94	103&108	111&100	109&101	104&103	100&109	111&105	114&107
COCCOCCCl	106	111	110	116	109	109	110	105
Cn1c(=O)c2[nH]c(CCc3nc4c([nH]3)c(=O)n(C)c(=O)n4C)nc2n(C)c1=O	100	110	101	107	110	89	109	100
Cn1nc(C(F)(F)F)cc1-c1cc(Cl)c(COc2ccc(Cl)cc2)c(-c2ccc(Cl)c(C(F)(F)F)c2)c1O	-1.2*	-8.7*	-26*	5.1*	-35*	-15*	8.7*	14
Nc1nc(=S)c2[nH]cnc2[nH]1	-30*	-20*!	12	37&27	-50*!	6.7*	21&21	44&25
Cc1c(-c2ccccc2)n(O)[n+]([O-])c1-c1ccccc1	111	115	99	104	101	112	108	107
C/C(=N\NC(=O)CSc1nc2ccccc2c(=O)n1CCc1ccc(S(N)(=O)=O)cc1)c1ccccc1N	96	102	90	96	96	136	106	99
COc1cccc(C2CC(=O)Nc3c(-c4cccc(F)c4)nsc32)c1 (stereo not drawn)	88	110	97	91	82	83	114	101
CCCCCCCCCCCC(C)=O	102	106	104	113	110	103	103	93
c1coc(CSc2ncnc3nc[nH]c23)c1	103	107	90	97	106	96	108	99
Clc1cccc(-c2nnc(-c3nc4ccccc4nc3Cl)o2)c1	106	108	103	99	103	116	110	100
Clc1ccc(/C=C(/C2=NCCN2)n2cnc3ccccc32)cc1	100	/	99	93	101	91	106	106
CCOC(=O)COc1ccc(Cl)cc1	107	117	99	105	105	113	111	108
CC1=NN(c2cccc(Cl)c2)C(=O)/C1=C\c1coc2ccc(C(C)C)cc2c1=O	109	122	89	114	103	96	97	96
COc1ccc2c(c1)c(-c1nnc(N)nc1-c1c[nH]c3ccc(F)cc13)cn2C	84	4.0*	59	46	75	81	70	86
COc1cccc2c1C(=O)c1c(O)c3c(c(O)c1C2=O)C[C@](O)(C(=O)CO)C[C@H]3O[C@@H]1C[C@@H](NC(=O)CCCN(C)C2(c3ccc(F)cc3)CC3CCC2C3)[C@H](O)[C@@H](C)O1 (stereo partly drawn)	-48*	-85*	-43*	55	82	84	-48*	-69*
Cc1c(C#N)c2n(c1C)CCCC(=O)N2	101	106	103	/	113	108	118	109
CCOP1(=O)OCCN(C)c2oc(-c3ccc(C)cc3)nc21 (stereo not drawn)	102	111	104	99	107	105	103	105
Cc1ccc2c(CSc3nc(-c4ccc(F)cc4)c(C#N)c(=O)[nH]3)cc(=O)oc2c1	103	99	99	104	102	94	109	109
CCN(CC)c1ccnc(CNCCSC(c2ccccc2)(c2ccccc2)c2ccc(OC)cc2)c1	-12*	-43*	-79*	-2.9*	-64*	-8.8*	-25*	14
O=c1cc/c(=N\Nc2ccccc2)c(=O)/c1=N/Nc1ccccc1	107	/	109	60	95	109	106	107
COc1ccc(-c2nc3c(c(C)nn3-c3ccc(F)cc3)c(=O)[nH]2)cc1	86	55	61	54	64	32	85	-39*
Cc1c(C(=O)OCCO)cc(-c2ccc(Cl)cc2)n1-c1ccc(Cl)cc1	93	108	87	94	94	66	90	95
CCOC(=O)/C(=C/O)c1c[nH]c2ccccc12	105	93	97	91	98	98	100	114
COCCCN1CCN(c2ccccc2OC)CC1	100	108	97	115	102	107	102	95
COC(=O)c1[nH]nc2c1C1(C(=O)c3cccc4cccc1c34)C(C#N)=C(N)O2 (stereo not drawn)	101	/	92	96	106	85	104	97
CCCCCCCCCCCCOC1CCN(Cc2ccc(OC)c(OC)c2)c2ccc(OC)cc21 (stereo not drawn)	99	116	98	87	102	97	108	94
NC(CCC(=O)OCc1ccccc1)C(=O)OCc1ccccc1 (stereo not drawn)	104	110	114	102	103	106	110	99
O=C(OCc1cc(=O)c(OC(=O)c2ccccc2)co1)c1ccccc1	104	105	111	112	114	112	122	116
O=C(Nc1ccc(C(=O)N2N=C(c3ccccc3)CC2=O)cc1)c1ccccn1	105	107	106	98	103	115	109	97
COc1ccc(C(=O)CSc2nccc(Nc3ccc(S(N)(=O)=O)cc3)n2)cc1	107	109	93	94	108	96	107	96
CC(=O)Nc1ccc(N)c2cc(S(=O)(=O)O)c(S(=O)(=O)O)cc12	/	126	108	139	/	97	116	100
CCCCCCCCCCCCNC(=S)N/N=C/c1cccc(O)c1	102	93	87	98	96	97	109	72
C=CC(C)(C)[C@@]12Nc3c(ccc4c3C=CC(C)(C)O4)[C@]1(O)C[C@H]1C(=O)N3CCC[C@H]3C(=O)N12	103	98	109	94	106	93	108	98
C=C(C=O)[C@@H]1CC[C@]2(C)[C@H](CC=C3[C@H]4[C@@H](C)[C@H](C)CC[C@]4(C(=O)OC)CC[C@]32C)[C@@]1(C)CCC#N	2.0*	-58*	20	-2.6*	8.1*	70	17	20
O=C(O)c1cccc(N/C=C/C(=O)c2cc3ccccc3oc2=O)c1	111	102	107	90	99	95	113	91
COC1/C=C\OC2(C)Oc3c(C)c(O)c4c(O)c(c(CN(C)CCO)c(O)c4c3C2=O)NC(=O)/C(C)=C\C=C/C(C)C(O)C(C)C(O)C(C)C(OC(C)=O)C1C (stereo not drawn)	92	111	91	96	103	97	116	84
Cc1nnc(NS(=O)(=O)c2ccc(N=Nc3ccc(N)nc3N)cc2)s1	99&99	105&124	116&107	108&123	106&102	111	105&118	105&110
COc1cc(/C=N/N2C(=O)c3ccccc3C2=O)ccc1O	109	114	99	115	116	107	121	119
O=C1C2CC3C1C1(Cl)C(Cl)C4(Cl)C2C3C1(Cl)C4(Cl)Cl (stereo not drawn)	95	104	95	93	105	100	105	104
CN(C)CCCC1(c2ccc(F)cc2)OCc2cc(-c3csc4ccccc34)ccc21 (stereo not drawn)	37	-58*	-23*	-31*	38	82	-0.8*	26

Next section (two carried over from the part before).
Molecule	OVCAR-5	OVCAR-3	OVCAR-8	IGROV1	NCI/ADR-RES	SK-OV-3	DU-145	OVCAR-4
O=C1C2CC3C1C1(Cl)C(Cl)C4(Cl)C2C3C1(Cl)C4(Cl)Cl (stereo not drawn)	95	104	95	93	105	100	105	104
CN(C)CCCC1(c2ccc(F)cc2)OCc2cc(-c3csc4ccccc34)ccc21 (stereo not drawn)	37	-58*	-23*	-31*	38	82	-0.8*	26
CCN(CC)CCC(=O)c1cccc2ccccc12	98	113	104	101	104	121	108	119
Cc1ccc(C(C)C)c(OC(=O)Nc2cccc3ccccc23)c1	106	104	105	110	96	107	110	101
C[C@@]1(CCC#N)[C@H]2CC[C@@H]3[C@H]4[C@H](C(=O)/C=C/c5cccnc5)CC[C@]4(C#N)CC[C@@]3(C)[C@]2(C)CC[C@H]1C(=O)/C=C/c1cccnc1	136	40	35	46	65	90	81	69
COc1cccc(Br)c1NC(C)=O	103	115	105	124	102	127	113	124
Cn1cc[nH]c1=S	101	112	104	114	98	101	117	112
CCc1c(C)c2ccc(O)c(NC(=O)Nc3ccccc3)c2oc1=O	109	114	103	115	94	119	101	/
COc1ccc(/C=C/c2nc3ccccc3nc2NNC(=O)Nc2cccc(Cl)c2)cc1	98	68	65	55	87	77	76	63
O=C1CCCN1C1CCN(Cc2cc3ccccc3[nH]c2=O)c2ccc(Cl)cc21 (stereo not drawn)	80	88	96	78	79	80	90	71
CCOC(=O)c1c(C)nc2c(c1N)CC(=O)N2Cc1ccc(F)cc1	103	100	/	104	99	95	100	95
O=C(O)CCn1c(O)c(/C=C2/C=c3cc4c(cc3=NC2=O)OCCO4)sc1=S	120	112	106	121	102	148	111	103
CCC(C)C(=O)O[C@H]1C[C@H](O)C=C2C=C[C@H](C)[C@H](CC[C@@H](O)C[C@@H](O)CC(=O)O)C21 (stereo partly drawn)	97	103	108	106	107	101	/	111
O=C1[C@@H]2Cc3c([nH]c4ccccc34)[C@@H](c3ccc(Br)cc3)N2C(=O)CN1C1CCN(Cc2c(Cl)cccc2Cl)CC1	90	/	77	64	71	96	91	78
CC(C)(C)CC(C)(O)CN(CC(C)(O)CC(C)(C)C)C(=S)S (stereo not drawn)	103	111	118	98	111	90	114	110
O=P(O)(O)c1ccccc1Br	114	113	113	112	105	134	116	107
Cc1cccc(C(=O)C(O)c2cccc(C)n2)n1 (stereo not drawn)	112	123	107	98	103	107	100	/
S=C(Cc1ccc(Cl)cc1)N1CCOCC1	95	111	110	94	106	90	107	105
COC(=O)CCC(NS(=O)(=O)/N=C1\NC(=O)NC1=C(Cl)Cl)C(=O)OC (stereo not drawn)	114	121	98	106	104	104	111	103
CCOC(=O)C1=NC(Cc2ccccc2)C(=O)N(c2ccccc2)N1 (stereo not drawn)	102	115	102	102	101	133	110	103

Entries shown so far with an NH in an aromatic ring, in the order listed:
Molecule	OVCAR-5	OVCAR-3	OVCAR-8	IGROV1	NCI/ADR-RES	SK-OV-3	DU-145	OVCAR-4
Nn1c(N/N=C/c2sc3ccccc3c2Br)n[nH]c1=S	104	108	99	81	92	94	99	108
Cn1c(=O)c2[nH]c(CCc3nc4c([nH]3)c(=O)n(C)c(=O)n4C)nc2n(C)c1=O	100	110	101	107	110	89	109	100
Nc1nc(=S)c2[nH]cnc2[nH]1	-30*	-20*!	12	37&27	-50*!	6.7*	21&21	44&25
c1coc(CSc2ncnc3nc[nH]c23)c1	103	107	90	97	106	96	108	99
COc1ccc2c(c1)c(-c1nnc(N)nc1-c1c[nH]c3ccc(F)cc13)cn2C	84	4.0*	59	46	75	81	70	86
Cc1ccc2c(CSc3nc(-c4ccc(F)cc4)c(C#N)c(=O)[nH]3)cc(=O)oc2c1	103	99	99	104	102	94	109	109
COc1ccc(-c2nc3c(c(C)nn3-c3ccc(F)cc3)c(=O)[nH]2)cc1	86	55	61	54	64	32	85	-39*
CCOC(=O)/C(=C/O)c1c[nH]c2ccccc12	105	93	97	91	98	98	100	114
COC(=O)c1[nH]nc2c1C1(C(=O)c3cccc4cccc1c34)C(C#N)=C(N)O2 (stereo not drawn)	101	/	92	96	106	85	104	97
Cn1cc[nH]c1=S	101	112	104	114	98	101	117	112
O=C1CCCN1C1CCN(Cc2cc3ccccc3[nH]c2=O)c2ccc(Cl)cc21 (stereo not drawn)	80	88	96	78	79	80	90	71
O=C1[C@@H]2Cc3c([nH]c4ccccc34)[C@@H](c3ccc(Br)cc3)N2C(=O)CN1C1CCN(Cc2c(Cl)cccc2Cl)CC1	90	/	77	64	71	96	91	78
